IL2 activator: activates IL-2 in a cell-based reporter assay; AID 652025; activation, % (series mostly up to about 46 µM); IL-2 activation reporter assay, cell-based qHTS; stimulated with anti-CD3/CD4/CD28 beads; in transgenic mouse T cells; 360,000 tested, 0.065% active; in the data active = activation above about 50%; inconclusive = mostly about 30% to 49%; note: 0% is about no effect
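Unstimulated transgenic mouse T cells; 60-min compound exposure; bead-based TCR/CD4/CD28 stimulation; 18 h culture, 37 degrees C; dual fluorescence (EGFP, DsRed) plate cytometry.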
GLP1R cytotox: cytotoxicity counter-screen for GLP-1 receptor inverse agonists | Potency, µM (highest dose often 38.3 µM), without a hit: top-dose activity change, negative = inhibition, actives largely listed as inhibitors | 410,000 tested, 0.13% active | HEK293 cAMP-luciferase reporter cells, luminescence, 24 h | AID 624418;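 note: loss of luciferase light is scored as toxicity; potency is the fitted concentration of half-maximal effect; % is set by controls: 0 for no effect and ±100 for the full control effect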
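To flag toxic compounds, the library was rerun on cells for 24 hr at 37 deg C and 5% CO2. Viability-linked luminescence was captured 12 min after adding luciferase detection reagent.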
GLP-1R agonist: agonists of human GLP-1 receptor; P43220; HEK293 GLP-1R CRE-luciferase, luminescence, 4-6 h; cells express a hypersensitive GLP-1R form; Potency, µM (doses to about 45.6 µM), for inactives: at the top dose activation, actives largely listed as activators; 380,000 tested, 0.007% active; note: potency is the fitted concentration of half-maximal effect; % of control where 0% means no effect
Target sequence (P43220 whole entry, looked up): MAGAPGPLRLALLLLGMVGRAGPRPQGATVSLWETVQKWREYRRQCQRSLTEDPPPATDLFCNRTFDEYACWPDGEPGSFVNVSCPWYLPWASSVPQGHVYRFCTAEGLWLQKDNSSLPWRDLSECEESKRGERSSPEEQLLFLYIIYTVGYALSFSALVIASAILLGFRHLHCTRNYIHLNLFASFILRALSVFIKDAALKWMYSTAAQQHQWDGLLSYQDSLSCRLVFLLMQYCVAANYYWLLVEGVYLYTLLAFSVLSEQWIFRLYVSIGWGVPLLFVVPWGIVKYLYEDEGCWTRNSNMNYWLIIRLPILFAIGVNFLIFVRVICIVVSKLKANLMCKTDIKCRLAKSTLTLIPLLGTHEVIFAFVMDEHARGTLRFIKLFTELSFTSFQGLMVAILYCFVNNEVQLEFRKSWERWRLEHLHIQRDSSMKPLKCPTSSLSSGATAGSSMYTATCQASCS
PTHR1 agonist: agonists of human PTHR1 parathyroid hormone receptor | 410,000 tested, 0.075% active | Q03431 | Potency, µM (doses to about 115 µM), for inactives: at the highest dose activation, hits mostly activators | HEK293 GP2 PTHR1 cells, GloSensor cAMP luminescence, 1 h; note: potency is the fitted concentration of half-maximal effect; nearly all actives have a fitted effect of over 55% in size; some results filed as inactive show a strong effect at the top dose; inactives centre near -15; many of its hits are not listed in these tables
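HEK-293-derived GP2 cells expressing PTHR1 and a GloSensor cAMP reporter, 3,000/well, plated overnight, given luciferin plus IBMX (each 0.5 mM as added) for 1 h at 37 °C, then compound for 1 h at 37 °C. Luminescence was read after 15 min at room temperature.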
EPAC1 antagonist: blocks human EPAC1 exchange factor; Potency, µM (doses to about 115 µM), inactives show top-dose activity change, negative = inhibition, usual class: inhibitors; EPAC1 GEF assay, Rap1b-BODIPY-GDP exchange fluorescence; AID 720709; 360,000 tested, 0.14% active;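 note: potency is the fitted concentration of half-maximal effect; plate controls were vehicle for no effect and positive control for full effect; nearly all actives have a fitted effect of over 50% in size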
PLK1 PBD block: inhibitors of human PLK1 polo-box domain binding; Plk1 PBD binding of FITC phosphopeptide, fluorescence polarization; Potency, µM, for inactives: max response, negative = inhibition, actives largely listed as inhibitors; 360,000 tested, 2.8% active; AID 720504; note: potency is the fitted concentration of half-maximal effect; series mostly up to about 57 µM; % is set by controls: 0 for no effect and ±100 for the full control effect; nearly all actives have a fitted effect of over 65% in size
Target sequence (P53350 whole entry, looked up, the tested form may be a part): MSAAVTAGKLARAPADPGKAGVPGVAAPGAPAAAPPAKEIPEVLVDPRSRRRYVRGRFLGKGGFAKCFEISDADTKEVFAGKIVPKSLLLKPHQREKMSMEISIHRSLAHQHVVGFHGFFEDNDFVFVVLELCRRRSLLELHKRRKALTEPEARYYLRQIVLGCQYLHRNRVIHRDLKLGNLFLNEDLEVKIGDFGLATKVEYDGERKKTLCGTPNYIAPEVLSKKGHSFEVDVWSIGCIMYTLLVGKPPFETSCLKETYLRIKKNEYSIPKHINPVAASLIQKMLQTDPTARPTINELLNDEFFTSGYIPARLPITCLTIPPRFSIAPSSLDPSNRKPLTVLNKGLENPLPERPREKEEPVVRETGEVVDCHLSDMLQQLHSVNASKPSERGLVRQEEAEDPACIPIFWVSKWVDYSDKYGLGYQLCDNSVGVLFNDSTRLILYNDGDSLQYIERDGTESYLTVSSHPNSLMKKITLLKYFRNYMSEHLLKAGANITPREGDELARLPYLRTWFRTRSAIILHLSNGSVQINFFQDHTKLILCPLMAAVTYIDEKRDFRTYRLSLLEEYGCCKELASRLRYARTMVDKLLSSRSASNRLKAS
PI5P4K alpha inh: blocks human PI5P4K alpha kinase activity; P48426; PI5P4Kalpha enzyme, ADP-Glo luminescence, 60 min; stronger effect = lower value; max response, %; 330,000 tested, 1.2% active; AID 652105; active = max response of -50% or lower; inconclusive = between -30% and -50%; inactive = -30% or higher; note: value at the top dose of about 77 µM; % is set by controls: 0 for no effect and ±100 for the full control effect
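ADP-Glo luminescence end-point after a 60 min room-temperature kinase reaction. PI5P4Kalpha and substrate in HEPES pH 7.4 buffer with EGTA, 0.1% CHAPS and 5% DMSO; ATP at 5 microM final.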
GLP-1R inv ag: inverse agonists of human GLP-1 receptor | AID 624417 | HEK293 GLP-1R CRE-luciferase, luminescence, 24 h; GLP-1R form is constitutively active | P43220 | Potency, µM (series often up to 38.3 µM), for the others: top-dose activity change, negative = inhibition, usual class: inhibitors | 410,000 tested, 1.6% active; note: potency is the fitted concentration of half-maximal effect; % is set by controls: 0 for no effect and ±100 for the full control effect; nearly all actives have a fitted effect of over 55% in size
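Seeding at 200 cells/uL, 12 h culture, 24 hr compound treatment, then luciferase reagent and a luminescence read; cells are HEK293 stably expressing a constitutively active GLP-1R plus cAMP-responsive luciferase.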
EPAC1 agonist: EPAC1 (human) agonism. O95398. EPAC1 agonist qHTS, biochemical assay; response scale: 100% = response to 6.5 mM cAMP. Potency, µM (titrated, usually from 154 µM), inactives show top-dose activation, usual class: activators. 360,000 tested, 0.073% active; note: potency is the fitted concentration of half-maximal effect; nearly all actives have a fitted effect of over 60% in size
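EPAC1 100 nM, Rap1B–BODIPY-GDP 250 nM, unlabeled GDP 50 uM; compound titration; 5 min RT; kinetic read ex480/em540 at 5-min intervals ×30 min; data normalized to 6.5 mM cAMP agonist control.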
Numbers without * were called inactive; i = inactive; ? = inconclusive; nt = no result given; [ ] = dose if it differs, or a comment. Unless noted, calls come from the whole dose curve; as a rule, active = well fitted curve in the direction sought with a large enough effect; inconclusive = small, poorly fitted or top-dose-only effect, or another doubt; inactive = no such curve, though single readings can be large; an effect the other way counts as inactive or inconclusive. A portion of the library, so the mix of outcomes need not match the whole.

SMILES	IL2 activator	GLP1R cytotox	GLP-1R agonist	PTHR1 agonist	EPAC1 antagonist	PLK1 PBD block	PI5P4K alpha inh	GLP-1R inv ag	EPAC1 agonist
Cc1cc(OCC(=O)Nc2ccc(CN3CCOCC3)cc2)ccc1Cl	-3.5	-4%	6%	-2%	-2%	-7%	9	?	6%
CC(=O)c1ccc(N2CCN(CCC#N)CC2)c(F)c1	0.0	1%	7%	-1%[57.5 µM]	10%	-2%	-4	7%	3%
CCOc1ccc(NC(=O)Cn2c(=O)n(CCc3ccccc3)c(=O)c3c4c(sc32)CN(C(C)=O)CC4)cc1	nt	-13%	0%	-61%[inhibitor]	nt	nt	nt	7%	nt
CCOC(=O)C1(CCc2ccccc2)CCN(C(=O)CCn2cnnn2)CC1	-2.1	0%	7%	i	3%	-22%	-3	-4%	-2%
NC(=O)NC(CC(=O)OCC(=O)Nc1nnc(-c2ccccc2)o1)c1ccc(Cl)cc1 (configuration not stated)	-1.1	-8%	-3%	-8%	5%	-11%	9	9%	3%
CC(C)C(NC(=O)c1ccc(Cl)c([N+](=O)[O-])c1)C(=O)NCc1ccccn1 (configuration not stated)	-3.1	-7%	-2%	i	-1%	-1%	4	2%	-4%
Cc1ccc(C)c(NC(=O)C(c2ccccc2)N2CCOCC2)c1 (configuration not stated)	2.5	2%	10%	i	27%	-14%	1	-7%	5%
O=C(N/N=C/c1ccncc1)c1cc(C2CC2)nc2ccccc12	-0.6	2%	7%	i	-7%	-6%	2	-4%	-5%
COc1cccc(CNC(=O)c2ccccc2-c2ccccc2C(=O)O)c1	0.3	8%	-5%	i	-7%	-14%	-7	12%	27%
CCOc1ccc(NC2=C(Cl)C(=O)N(Cc3ccccc3)C2=O)cc1	-3.5	-11%	1%	-23%	-9%	-11%	nt	?	20%
Cc1nc2ncnn2c(C)c1Cc1cccc(C(F)(F)F)c1	1.0	-2%	3%	i	4%	-12%	2	-14%	-1%
COc1ccccc1NC(=O)/C(N=Nc1ccc(C)c(S(=O)(=O)Nc2ccccc2Cl)c1)=C(\C)O	-0.2	8%	7%	i	-3%	-7%	7	?	4%
CNc1cncc(C(=O)O)c1	-0.1	-2%	0%	i	4%	-6%	-1	11%	3%
CN(c1ccccc1C(=O)Nc1ccc(F)c(F)c1)S(C)(=O)=O	-0.5	-15%	12%	i	0%	-7%	5	-6%	9%
CC(C)c1cc(C(=O)NNC(=S)NCc2ccco2)c(O)c(C(C)C)c1	-2.0	-29%	-12%	-34%[inhibitor]	?	-11%	6	?	12%
O=C(Cn1c(=O)c2c(ncn2Cc2ccccc2)n(Cc2ccccc2)c1=O)NC1CC1	-1.8	-23%	10%	i	5%	-2%	nt	0%	-1%
O/N=C(\c1ccc(Cl)cc1)c1ncc(C(F)(F)F)cc1Cl	0.0	15%	-1%	-1%[57.5 µM]	-17%	1%	6	?	-6%
CCOc1ccc(NC(=O)CN(C)C(=O)C2=COCCO2)cc1OCC	-1.7	4%	11%	27%	-11%	-16%	-1	14%	1%
CCOc1ccc(CN2CCN(Cc3nc(C(C)C)cs3)CC2CCO)cc1 (configuration not stated)	-1.9	5%	3%	-24%	7%	-2%	1	?	0%
COc1ccc(C(=O)Nn2c(C)nc3ccccc3c2=O)cc1OC	1.3	108%[activator]	-1%	i	7%	-15%	-4	-13%	7%
Cc1cc(NC(=O)CSCC(=O)OC(C)C(=O)N(C)Cc2ccccc2)no1 (configuration not stated)	0.4	-12%	10%	-8%	-7%	-2%	1	-9%	14%
COc1cccc(N=CNc2cccc(OC)c2)c1	-0.3	-3%	4%	-5%	5%	7%	4	-2%	2%
Oc1ccc(/C=N/Nc2cc(N3CCOCC3)nc(N3CCOCC3)n2)cc1	0.4	-17%	4%	i	11%	?	nt	0%	0%
CCSc1nnc(SCC(=O)NC2CCCCC2)s1	0.8	15%	1%	-6%	5%	-1%	1	-5%	-7%
COc1ccccc1-c1coc2c(CN3CCC(C)CC3)c(O)ccc2c1=O	0.8	5%	2%	i	-18%	-2%	0	11%	1%
Cc1cccc(C)c1Cn1c(C)c(C(=O)NCc2cccc(Cl)c2)sc1=O	0.2	2%	9%	-28%	-15%	-20%	9	?	2%
CCCCOCCCn1c(-c2ccco2)nc2nc3ccccc3nc21	-0.7	138%[activator]	14%	-11%[57.5 µM]	-12%	-8%	-5	?	-11%
N#Cc1ccc(NC(=O)CN2CCN(c3ccccn3)CC2)cc1	0.6	-14%	-2%	-1%	-4%	7%	-2	1%	-1%
O=C(Cc1ccc(F)cc1)Nc1ccccc1Sc1ccccc1	-4.1	10%	17%	-17%	-12%	-13%	2	?	15%
CC(C)(C)OC(=O)NC(=NCCCc1cn(CC(=O)N2CCN(C(=O)OC(C)(C)C)CC2)nn1)NC(=O)OC(C)(C)C	1.6	5%	-4%	-17%	0%	4%	0	15%	-17%
Cc1ccc(C(=O)Nc2ccc(-c3csc(C)n3)cc2)cc1	-0.3	-2%[0.307 µM]	1%	-87%[inhibitor]	-20%	-17%	2	7%[0.307 µM]	1%
O=C(O)CCSc1nc2ccc(Br)cc2[nH]1	0.0	-19%	3%	-18%[57.5 µM]	12%	-13%	-3	7%	-2%
COc1ccc(OC)c(NC(=O)c2ccc(NS(=O)(=O)c3c(C)noc3C)cc2)c1	-3.1	-22%	0%	i	8%	-8%	-3	3%	-1%
COc1ccc(S(=O)(=O)N2CCCCCC2)cc1NC(=O)Cc1n[nH]c(=O)c2ccccc12	0.0	-3%	-2%	-11%	8%	1%	-1	43%[activator]	2%
Cc1ccc(NC(=O)CSC(C)C(=O)NCCc2ccccn2)cc1 (configuration not stated)	-0.3	2%	-6%	i	-12%	-3%	5	1%	-4%
O=C(NCCOC(=O)c1ccccc1)c1ccc([N+](=O)[O-])cc1	1.2	-1%	2%	-13%	-3%	3%	0	2%	-2%
Cc1c(Cl)cccc1NS(=O)(=O)c1cccc2nsnc12	-3.6	-4%	0%	-14%	-18%	-5%	5	-20%	-1%
O=C(c1ccccc1)c1cnc[nH]1	0.2	5%	8%	i	-2%	-4%	-2	17%	-7%
CC(C)CC(=O)N1CCN(S(=O)(=O)c2ccc(Cl)cc2)CC1	-1.5	1%	1%	i	-16%	?	-11	-1%	3%
COc1ccc(C(=O)Nc2ccc(N3CCOCC3)cc2)cc1OC	-2.1	2%	8%	-20%[57.5 µM]	3%	-2%	nt	4%	5%

One compound at a time (already shown). Values in the order: IL2 activator, GLP1R cytotox, GLP-1R agonist, PTHR1 agonist, EPAC1 antagonist, PLK1 PBD block, PI5P4K alpha inh, GLP-1R inv ag, EPAC1 agonist
COc1ccc(C(=O)Nc2ccc(N3CCOCC3)cc2)cc1OC is entered as -2.1, 2%, 8%, -20%[57.5 µM], 3%, -2%, nt, 4%, 5%
Cc1ccc(NC(=O)CSC(C)C(=O)NCCc2ccccn2)cc1 (configuration not stated) is entered as -0.3, 2%, -6%, i, -12%, -3%, 5, 1%, -4%

The results go on:
SMILES	IL2 activator	GLP1R cytotox	GLP-1R agonist	PTHR1 agonist	EPAC1 antagonist	PLK1 PBD block	PI5P4K alpha inh	GLP-1R inv ag	EPAC1 agonist
CC(C)N(Cc1nccn1C)C(=O)c1cc(COc2ccc(F)cc2Cl)on1	-3.2	-9%	-2%	-37%[inhibitor]	-21%	3%	-3	-6%	4%
Cc1ccc(C(=O)n2cnnc2N)cc1C	0.2	0%	-2%	-2%	-2%	-12%	-1	2%	3%
Cc1ccc(NS(=O)(=O)c2c(C)[nH]c(C)c2C(=O)N2CCCCC2)c(C)c1	-3.2	-14%	-1%	i	-17%	-9%	0	-12%	0%
N#C/C(=C\c1ccccc1[N+](=O)[O-])c1nc(C2CC2)cs1	-4.2	15%	19%	-33%[inhibitor]	-2%	-8%	-3	-25%	6%
CC(C)c1nc2oc3c(=O)[nH]cnc3c2c2c1CCC2	-1.6	21%	9%	i	-6%	-1%	5	25%	4%
CC(C)(C)NC(=O)CN(C(=O)C(=O)Nc1ccc2c(c1)OCCO2)C(C)(C)C	-0.8	-4%	0%	i	-1%	-10%	-2	-10%	-5%
CCOc1ccc(-n2c(=O)[nH]cc(C(=O)N3CCc4ccccc43)c2=O)cc1	-1.8	-3%	-4%	-5%[57.5 µM]	11%	-1%	-4	-4%	-4%
O=C(Nc1ccc(Br)cc1)Nn1cnnc1	-1.3	1%	-5%	4%	-25%	-7%	-4	3%	1%
CC(=O)c1sc(NC(=O)Cc2c(F)cccc2Cl)nc1C	-4.0	22%	11%	i	-8%	-14%	1	8%	4%
CCN(CC)CCn1c(NS(=O)(=O)c2ccc(C)cc2)nc2ccccc21	-0.5	17%	13%	-16%	13%	-13%	1	14%	11%
Cc1nc2nc(SCC(=O)NCCCN3CCCCCC3)nn2c(C)c1Cc1ccccc1Cl	-2.6	-2%	5%	i	13%	-14%	-1	?	-6%
O=C(/C=C/Nc1ccc(Oc2ccccc2)cc1)c1ccco1	-0.2	43%[activator]	18%	-40%[inhibitor]	-3%	-6%	-15	?	6%
COc1ccc(C2=NOC(C(=O)NC(C)C)C2)cc1 (configuration not stated)	-2.0	1%	-10%	i	-1%	-8%	nt	7%	8%
c1ccc(C2=NN(c3ccccc3)C(c3ccco3)C2)cc1 (configuration not stated)	-0.1	60%[activator]	14%	-15%	15%	-4%	0	7%	15%
CCS(=O)(=O)C1=NN2C(=N)/C(=C\c3ccc(SCc4ccco4)o3)C(=O)N=C2S1	-4.4	-29%	-2%	-26%	-12%	?	-91*	10%	10%
CCC(Sc1nc2cc(OC)c(OC)cc2c(=O)n1CCc1ccc(OC)c(OC)c1)C(=O)NCCOC (configuration not stated)	0.5	7%	7%	i	-23%	-9%	7	-4%	-7%
COCCNC(=O)CN(C(=O)CCC(=O)Nc1ccccn1)c1ccc(OC)cc1	-0.7	-13%	-6%	i	-22%	-1%	6	7%	-4%
c1ccc2c(c1)ncn2CCOCCOCCn1cnc2ccccc21	0.0	0%	-15%	i	-4%	1%	-2	-10%	0%
C=CCc1cccc2cc(C(=O)Nc3ccc(CC(=O)O)cc3)c(=O)oc12	0.2	-1%	-1%	i	-18%	-16%	-28	6%	-2%
COCc1cc(=O)n2[nH]c(SC)nc2n1	-1.5	2%	-11%	i	1%	3%	0	0%	5%

Compound activity from PubChem.
